# Screens deposited in PubChem by several laboratories.
# Cathepsin G inh: human cathepsin G inhibitors, primary screen, biochemical, pooled compound mixtures, AMC fluorescence; 62,000 compounds, 0.2% hits; inhibition, % at 5 µM (by protocol); P08311; AID 581, 2007; purified enzyme, AMC-tetrapeptide fluorescence;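 active means inhibition above 20% in each of the two mixture wells holding the compound; inactive means inhibition of 20% or less in either well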;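 further: 0% = enzyme control without mixture and 100% = blank lacking enzyme; strong numbers were not always called active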
# CatB mix inh: cathepsin B inhibitors from pooled compounds, primary screen, biochemical, compound mixtures, AMC fluorescence; P07858; Purified cathepsin B, AMC dipeptide fluorescence; inhibition, %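 (ten-compound pools at 5 µM per compound and 50 µM total)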; 62,000 compounds, 0.06% hits; AID 488, 2006; in the data active means inhibition above about 22%, passing the limit was not always enough;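 further: 0% = enzyme without compound and 100% = no enzyme blank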
# FXIa inh mix: FXIa protease inhibitors in compound pools, primary screen, biochemical, 10-compound mixtures; AID 680, 2007; Coagulation factor XI (Homo sapiens), P03951; inhibition, % at 5 µM; purified FXIa, fluorogenic substrate, pooled mixtures; 62,000 compounds, 0.19% hits;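 further: each value is inhibition by a whole ten-compound pool holding the compound; 0% = enzyme with no mixture and 100% = wells lacking enzyme; strong numbers were not always called active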
# Target sequence (P03951 19-387 limits assumed): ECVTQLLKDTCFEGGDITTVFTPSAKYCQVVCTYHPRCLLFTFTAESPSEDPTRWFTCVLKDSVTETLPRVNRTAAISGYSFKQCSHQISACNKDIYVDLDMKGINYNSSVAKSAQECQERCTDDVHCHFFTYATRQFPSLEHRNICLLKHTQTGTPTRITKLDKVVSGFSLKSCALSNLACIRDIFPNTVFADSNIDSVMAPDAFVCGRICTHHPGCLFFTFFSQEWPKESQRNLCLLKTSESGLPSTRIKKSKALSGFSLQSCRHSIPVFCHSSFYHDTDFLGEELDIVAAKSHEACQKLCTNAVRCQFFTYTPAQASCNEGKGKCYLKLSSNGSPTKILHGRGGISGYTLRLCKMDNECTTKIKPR
# Target sequence (P03951 388-625 limits assumed): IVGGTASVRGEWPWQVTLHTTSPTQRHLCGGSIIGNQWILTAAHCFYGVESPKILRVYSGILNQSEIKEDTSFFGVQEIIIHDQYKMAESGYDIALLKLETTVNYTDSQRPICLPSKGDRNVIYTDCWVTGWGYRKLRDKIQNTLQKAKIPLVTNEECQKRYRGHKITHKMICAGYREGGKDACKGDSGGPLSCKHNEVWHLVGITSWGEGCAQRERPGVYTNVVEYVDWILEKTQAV
# FXIIa inh mix: human factor XIIa inhibitors, primary screen, biochemical, pooled compound mixtures, fluorogenic substrate; Coagulation factor XII (Homo sapiens), P00748; purified FXIIa; inhibition, % at 5 µM; 62,000 compounds, 0.2% hits; AID 684, 2007;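 further: 0% = enzyme without compound and 100% = no enzyme blank; some results filed as inactive read as strong as hits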
# CatL block: inhibitors of human cathepsin L, biochemical | Procathepsin L (Homo sapiens), P07711 | purified cathepsin L, fluorogenic substrate, fluorescence | inhibition, %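 (tested at 10 µM)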 | 58,000 compounds, 0.17% hits | AID 460, 2006; in the data active means inhibition above about 45%;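 further: 0% = enzyme with no compound and 100% = no enzyme blank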
# Target sequence (P07711 114-288 limits assumed): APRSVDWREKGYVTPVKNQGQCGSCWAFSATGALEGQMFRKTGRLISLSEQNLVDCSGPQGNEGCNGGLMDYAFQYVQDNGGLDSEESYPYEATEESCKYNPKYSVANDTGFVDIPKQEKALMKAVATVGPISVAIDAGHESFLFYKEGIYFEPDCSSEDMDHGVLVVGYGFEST
# Target sequence (P07711 292-333 limits assumed): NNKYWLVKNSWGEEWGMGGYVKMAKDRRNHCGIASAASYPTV
# CatB inh: human cathepsin B inhibitors, primary screen, biochemical, fluorogenic substrate | P07858 | 63,000 compounds, 0.1% hits | inhibition, %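 (tested at 10 µM)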 | purified cathepsin B, fluorescence; in the data active means inhibition above about 21%;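 further: 0% = enzyme with no compound and 100% = no enzyme blank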
# A340 absorber: compound light absorbance at 340 nm, profiling panel, artefact control, biochemical, MLSMR library, data from PS, PMK, MK assays | compound absorbance at 340 nm, fold over control | fold change at 10 µM | 65,000 tested, under 10 active | AID 708, 2007;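 active means at 10 µM dose, initial 340 nm absorbance at least 2 fold that of control wells; inactive means change under 2 fold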;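 further: initial absorbance extrapolated from kinetic A340 decline of NADH oxidation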
# CatS inh: inhibitors of human cathepsin S, biochemical, compound mixtures | P25774 | recombinant cathepsin S, AMC dipeptide fluorescence, pooled mixtures | inhibition, %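 (tested at 5 µM per compound within 10-compound mixtures)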 | 62,000 compounds, 0.06% hits | AID 501, 2006; in the data active means inhibition above about 32%, passing the limit was not always enough;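 further: 0% = enzyme without compound and 100% = blank without enzyme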
# Target sequence (P25774 115-331 limits assumed): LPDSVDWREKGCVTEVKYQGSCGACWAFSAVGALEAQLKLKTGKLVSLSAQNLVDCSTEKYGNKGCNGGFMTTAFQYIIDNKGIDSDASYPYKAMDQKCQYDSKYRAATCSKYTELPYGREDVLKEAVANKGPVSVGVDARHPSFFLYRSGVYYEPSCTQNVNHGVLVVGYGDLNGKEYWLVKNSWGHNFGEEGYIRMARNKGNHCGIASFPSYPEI
# C1s block: complement C1s protease inhibitors, primary screen, biochemical, 10-compound mixtures; 62,000 compounds, 0.16% hits; Complement C1s subcomponent (Homo sapiens), P09871; AID 538, 2006; mean inhibition % of two 10-compound mixtures (stronger effect = higher value), % at 5 µM (by protocol); purified C1s, fluorogenic AMC substrate, pooled mixtures;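 active means inhibition above 20% in each of the two 10-compound mixture wells holding the compound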;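 further: 0% = enzyme wells lacking compound mixture and 100% = no-enzyme blank wells; some compounds called inactive have numbers as strong as hits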
# Active calls of the source: *; . = not tested or not shown. Unless noted, no stated cut-off is given here; in the data, active means inhibition above about 20% (passing the limit was not always enough); inactive means the rest. Not all compounds are listed. The share of hits here may be higher or lower than overall.
SMILES,Cathepsin G inh,CatB mix inh,FXIa inh mix,FXIIa inh mix,CatL block,CatB inh,A340 absorber,CatS inh,C1s block
COc1cccc(C2C(C(=O)c3ccc(C)o3)=C(O)C(=O)N2CCCN(C)C)c1 (stereo not given),5,0,-10,11,8,2,1,-4,-4
COc1ccc(Nc2nccc3c2nnn3C)cc1,12,-1,-1,2,7,6,1.1,12,1
O=C(COCCOCC(=O)N(c1ccccn1)C1CCCCC1)N(c1ccccn1)C1CCCCC1,6,3,5,6,11,1,1,8,-15
O=C(NCCN1CCOCC1)C1CCC(=O)N1C1CCCCC1 (stereo not given),7,0,-3,7,14,1,0.99,-5,5
CC(NC(=O)c1ccccc1NC(=O)c1ccco1)c1ccccc1 (stereo not given),8,4,24*,7,10,3,1,-3,6
O=C(Nc1ccc(OC(=O)c2ccncc2)cc1)c1ccncc1,-1,6,3,11,-10,-5,1,-7,2
COC(=O)c1cc(C)sc1NC(=O)c1cccnc1,11,10,3,-1,-12,5,1.1,0,17
Cc1cc(C)n(-c2nc3ccccc3nc2N2CCN(C(=O)c3ccccc3)CC2)n1,13,3,1,-3,14,2,1.1,6,15
COc1ccc(OC)c(CNC(=O)Cc2c(C(=O)O)[nH]c3ccccc23)c1,0,0,6,10,8,3,1,13,-15
COc1ccc2nc3c(cc2c1)c(NC(=O)C1CCCO1)nn3CC(C)C (stereo not given),7,1,-2,6,-5,-2,1,-14,-5

# A portion taken from the entries so far, as a working copy:
SMILES,Cathepsin G inh,CatB mix inh,FXIa inh mix,FXIIa inh mix,CatL block,CatB inh,A340 absorber,CatS inh,C1s block
COc1cccc(C2C(C(=O)c3ccc(C)o3)=C(O)C(=O)N2CCCN(C)C)c1 (stereo not given),5,0,-10,11,8,2,1,-4,-4
COc1ccc(Nc2nccc3c2nnn3C)cc1,12,-1,-1,2,7,6,1.1,12,1
O=C(COCCOCC(=O)N(c1ccccn1)C1CCCCC1)N(c1ccccn1)C1CCCCC1,6,3,5,6,11,1,1,8,-15

# The listing continues.
SMILES,Cathepsin G inh,CatB mix inh,FXIa inh mix,FXIIa inh mix,CatL block,CatB inh,A340 absorber,CatS inh,C1s block
CCOc1ccc(C2/C(=C(/O)c3ccc(OC)cc3)C(=O)C(=O)N2c2cc(C)on2)cc1OC (stereo not given),14,3,5,2,2,0,1,7,-18
CCCCOCCCNC(=O)Cc1cccs1,9,2,2,8,.,4,1,9,8
COc1cc2cc(C(c3nnnn3C3CCCC3)N3CCc4ccccc43)c(=O)[nH]c2cc1OC (stereo not given),9,-6,-3,2,3,5,1,5,-1
COCCn1c(-c2cc(OC)c(OC)c(OC)c2)nc2nc3ccccc3nc21,6,-3,-1,-17,26,3,1.1,3,-10
O=C(NCc1nnc2n1CCCCC2)c1ccc(Cl)cc1Cl,9,2,1,4,11,2,1,-3,13
CS(=O)(=O)c1ccc2nc(NC3(C(F)(F)F)N=C4SCCN4C3=O)sc2c1 (stereo not given),4,-2,-2,-1,21,0,1,-7,1
Cc1ccc(Nc2nc(C)c(CCC(C)C)c(=O)[nH]2)cc1,-5,1,4,8,11,-1,1,-1,-5
CCN1CCn2c3c(c4cc(Br)ccc42)CCCC31 (stereo not given),9,3,6,8,5,4,1,-10,15
CC(C)(C)c1nc(CN2CCOCC2)ccc1O,-24,8,43,5,29,-1,1,5,21
CC(NC(=O)NCC1CCCO1)(C(F)(F)F)C(F)(F)F (stereo not given),0,0,4,2,6,2,1,10,7
Cc1cc(C)nc(NS(=O)(=O)c2ccc(NC(=O)C3CC(=O)N(c4ccccc4)C3)cc2)n1 (stereo not given),1,5,5,10,6,-5,1,-1,-24
O=C1c2oc3ccc(F)cc3c(=O)c2C(c2ccncc2)N1CCN1CCOCC1 (stereo not given),-1,-5,4,2,.,-1,1.1,4,8
c1cncc(-c2nc3cc(Cc4ccc5oc(-c6cccnc6)nc5c4)ccc3o2)c1,9,2,5,8,23,3,1,0,10
Cc1cc(NC(=O)CCCC(=O)NCc2cccs2)no1,9,-1,3,0,8,1,1,5,13
COc1cc(C2NC(=O)NC(C)=C2C(=O)OC(C)(C)C)ccc1OCC(=O)O (stereo not given),7,0,-4,3,9,5,1,11,2
O=C(Cn1nnc(-c2ccccc2)n1)OCc1ccccc1,-2,1,5,2,.,-2,1,-1,3
CCOC(=O)N1CCN(C(=O)CN(c2cccc(C(F)(F)F)c2)S(C)(=O)=O)CC1,5,1,-9,0,5,0,1,16,-19
Cc1ccc(C)c(S(=O)(=O)N2CCN(CC(=O)NC(=O)NCc3ccccc3)CC2)c1,1,-1,3,3,14,2,0.99,5,4
O=C(CCCc1cccs1)Nc1nc2c(s1)CCCC2,-3,7,4,8,48*,-2,0.98,7,-20
COc1ccc(/C=N/n2cnnc2SCc2ccc(OC)cc2)cc1,10,8,3,-1,7,2,1.1,6,14
Cn1c(=O)c(=O)n(C)c2cc(S(=O)(=O)N3CCC(N4CCCCC4)CC3)ccc21,7,3,2,10,-8,-1,1,-6,-17
OC(COc1ccccc1)Cn1cc(Br)cn1 (stereo not given),9,0,1,2,.,2,1,4,10
CCN(CC)CCCNC(=O)Cn1ncc2c(=O)oc3ccc(C)cc3c21,9,1,1,0,19,3,1,4,1
COc1ccc(CCNC(=O)CN2CCN(c3cccc(Cl)c3)CC2)cc1OC,0,4,1,6,0,2,1,3,-25
CCCC(C(=O)NC1CCCC1)N(CCCN1CCOCC1)C(=O)c1snc(C(N)=O)c1N (stereo not given),4,-1,-5,-17,26,3,1,2,-23
CCOC(=O)C1=C(C)NC2=C(C(=O)CC(C)(C)C2)C1c1ccc2c(c1)CCCN2C (stereo not given),6,4,4,-17,-2,2,1.1,-3,1
Cc1ccc2[nH]c(=O)c(COC(=O)c3ccccn3)cc2c1,2,0,3,7,-2,-5,1.1,4,2
O=C(CCn1nnc2ccccc2c1=O)N[C@@H](Cc1ccccc1)C(=O)O,-1,-4,-10,4,-4,1,0.98,-12,-60
Cc1ccc(C(=O)Nc2ccc3c(c2)nc2n3CCSC2)cc1,-25,1,-14,-2,7,8,1.1,13,-47
COc1ccc(N(CC(=O)N2CCc3ccccc3C2)S(=O)(=O)c2c(C)[nH]c(=O)[nH]c2=O)cc1,-10,1,4,11,.,0,1,-1,-27
CCOc1cc(N2CCOCC2)c(OCC)cc1NC1=NCCCCC1,8,5,-2,-14,-3,5,1,-11,-1
COc1ccccc1CCn1cnc2c3cc(C)ccc3n(C)c2c1=O,11,5,-1,-3,-1,3,1,2,-6
CC(C)C(OC(=O)c1ccco1)C(=O)NCc1cccs1 (stereo not given),8,3,5,-1,.,1,0.97,-5,-12
CCOC(=O)Cc1c(C)nc(-c2ccccc2)[nH]c1=O,9,5,2,3,1,0,0.99,3,4
c1nc(COc2nsnc2N2CCOCC2)cs1,7,-2,7,4,23,3,1,3,11
Cn1c(=O)oc2cc(S(=O)(=O)N3CCC(C(=O)Nc4ccc(OC(F)(F)F)cc4)CC3)ccc21,2,3,4,-15,24,1,0.99,13,1
Cc1noc(C)c1C(=O)OCC(=O)/C=C1\N(C)c2ccccc2C1(C)C,-11,-8,-28,-17,13,3,1.1,-7,-153
O=C(c1cc2c(=O)oc3ccccc3c2s1)N1CCOCC1,-5,-2,1,0,7,2,1.1,-5,-62
COc1ccc(C(=O)NCc2cccnc2)cc1OC,-14,1,1,6,-12,2,1.1,-1,-16
CCCCn1nnnc1NCc1ccc(N2CCCC2)cc1,-5,-2,-22,4,11,3,1,-16,-168
COc1ccccc1CNC(=O)CSc1nc2nc(C)cc(C)n2n1,0,0,4,11,.,5,1,17,-5
COc1ccc(OC)c(CNC(=O)CCN2C(=O)COc3ccccc32)c1,-1,4,4,8,15,9,1,29,-15
CCSc1nnc(-c2ccc(Cl)cc2Cl)o1,10,3,3,4,10,.,1.1,9,13
Cn1cccc1Cc1nnc(SCC(=O)Nc2ccc(F)cc2)n1CCc1ccccc1,8,-1,0,-8,14,5,1,8,8
Cc1cnc(NC(=O)c2ccco2)s1,6,5,8,-16,3,8,1.1,-4,9
COc1cccc(-n2nnc3c(=O)n(C/C=C/c4ccccc4)cnc32)c1,1,3,10,7,.,-2,1,13,-32
COc1ccc(Cn2nnnc2C(c2ccccn2)N2CCN(c3cc(Cl)ccc3C)CC2)cc1 (stereo not given),3,-3,7,3,0,-1,1,-4,-6
CCOC(=O)C1=C2SCCN2C(=O)C(C#N)C1(C)C (stereo not given),6,1,-2,5,13,3,1.1,-4,-7
Cn1c(NCC(O)c2ccccc2)nc2c1c(=O)n(Cc1ccc(Cl)cc1)c(=O)n2C (stereo not given),9,2,3,5,9,-1,1,10,9
Cc1ccc(N(CC(=O)O)S(C)(=O)=O)cc1Cl,5,-2,12,3,0,-1,1,4,5
# Carrying on.
SMILES,Cathepsin G inh,CatB mix inh,FXIa inh mix,FXIIa inh mix,CatL block,CatB inh,A340 absorber,CatS inh,C1s block
COC(=O)C1=C(C)NC(=O)CC1c1ccc(C(=O)OC)cc1 (stereo not given),-2,2,5,3,8,-3,1,2,6
CCn1c(=O)cc(SCC(=O)NCCN2CCN(Cc3ccccc3)CC2)c2ccccc21,5,1,13,3,3,-1,1,2,4
CCc1nn(CC(=O)O)c(=O)c2ccccc12,-1,2,1,-4,6,3,1,-2,6
COc1ccc(Cl)cc1NC(=O)CSc1nnc(-c2ccncc2)n1CC1CCCO1 (stereo not given),11,-1,4,13,9,0,0.98,1,12
c1cnc2ccc(C(c3nnnn3C3CCCC3)N3CCN(c4nc5ccccc5s4)CC3)cc2c1 (stereo not given),10,-7,-1,-20,7,1,0.98,4,1
CCn1cc(C(=O)Nc2ccc(C(=O)N3CCCC3)cc2)c(=O)c2ccc(C)nc21,-6,3,3,-20,10,2,1,0,-1
Cc1cccc(CC2CC(=O)N(c3ncccn3)C2=O)c1 (stereo not given),0,6,5,4,19,2,1.1,13,-35
COC(=O)C1=C(C)NC(=O)NC1c1cc(Cl)ccc1OC (stereo not given),-12,3,3,12,18,-2,1.1,2,-41
CCOC(=O)c1sc(NC(=O)CSc2nnnn2-c2ccc(C)cc2C)nc1C,9,2,6,-4,10,2,1,6,11
O=C(CSc1n[nH]c(-c2cccs2)n1)N1CCN(S(=O)(=O)c2ccccc2)CC1,4,-1,6,-19,0,-3,1,3,-5
COC(=O)C1=C(C)NC2=C(C(=O)CCC2)C1c1cccs1 (stereo not given),-2,-3,-1,2,1,4,1.1,-10,-1
O=C(Nc1cnn(Cc2ccccc2)c1)c1nc2ncccn2n1,9,3,5,-16,15,7,1,-4,13
CCn1c(C(=O)N2CCc3ccccc3C2)cc2sccc21,9,5,7,-5,.,6,1.1,3,10
CCc1nnc(NC(=O)CSc2nnc(-c3cc4ccccc4cc3O)n2CC)s1,8,3,-1,4,-1,3,1,-11,-36
CCC(=O)Nc1ccc(Br)c(Cl)c1,-3,1,1,1,4,5,1.1,15,-8
COc1ccc(-c2nn3c(-c4ccc(F)cc4)nnc3s2)cc1,8,-2,0,4,4,2,1,3,11
COC(=O)c1cc(NC(=O)C2CC2)cc(C(=O)OC)c1,-3,8,4,5,2,5,1.1,22,2
Cc1cc2c(=O)n(CC(=O)NCC(=O)N3CCN(Cc4ccccc4)CC3)cnc2s1,-2,0,10,-17,-2,2,1,-1,-11
Cc1ccc(-n2cnnn2)c2cccnc12,-1,6,6,3,0,-1,0.98,-8,-5
O=C(Cn1ccc2ccccc2c1=O)NCCC(=O)N1CCN(c2cccc(C(F)(F)F)c2)CC1,-1,-1,0,6,3,1,0.95,2,1
